MEKK2 mut-MEK5 = signal of MEK5 binding to mutant human MEKK2 PB1 domain; bead flow cytometry, Alexa488-MEK5 binding to MEKK2 mutant; percent response, % at 10 µM; 290,000 compounds, 0.35% hits; in the data active = percent response above about 24%, passing the limit was not always enough; also: inactives centre near 1; some results filed as inactive read as strong as hits; reference of the scale not given here
MEKK3 PB1 HTS = raises or lowers MEK5 binding to the human MEKK3 PB1 domain. Q99759. bead-based flow cytometry, Alexa488-MEK5 binding to MEKK3; actives lie on both sides; 0 = blocked by unlabeled MEK5, 100 = vehicle. binding response (% of control), % at 10 µM. 290,000 compounds, 1.4% hits;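 active = binding response more than 3 SD above or below the average of its plate-row segment, actives on both sides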;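 also: Alexa488 bead fluorescence after subtracting the streptavidin-only scavenger bead signal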
Target sequence (Q99759 whole entry, looked up, the tested form may be a part): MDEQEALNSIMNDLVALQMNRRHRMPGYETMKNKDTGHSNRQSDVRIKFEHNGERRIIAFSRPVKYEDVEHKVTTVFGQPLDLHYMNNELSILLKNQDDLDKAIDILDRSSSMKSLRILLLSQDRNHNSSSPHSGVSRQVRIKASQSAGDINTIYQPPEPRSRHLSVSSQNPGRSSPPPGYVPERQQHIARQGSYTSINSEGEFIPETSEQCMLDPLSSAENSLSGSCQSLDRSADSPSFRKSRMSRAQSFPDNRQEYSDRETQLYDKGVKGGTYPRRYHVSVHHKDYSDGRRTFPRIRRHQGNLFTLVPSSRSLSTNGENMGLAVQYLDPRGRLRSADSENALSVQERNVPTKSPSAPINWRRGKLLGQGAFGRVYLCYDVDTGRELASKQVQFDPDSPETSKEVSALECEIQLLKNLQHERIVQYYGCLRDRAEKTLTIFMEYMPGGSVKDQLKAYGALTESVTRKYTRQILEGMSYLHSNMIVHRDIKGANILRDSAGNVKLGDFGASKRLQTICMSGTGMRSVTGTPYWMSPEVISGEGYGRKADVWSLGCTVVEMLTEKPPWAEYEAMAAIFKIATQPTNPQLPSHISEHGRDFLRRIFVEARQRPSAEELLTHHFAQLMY
OXTR agonist = human OXTR agonism; AID 2435; CHO-OTR cells, Fluo-8 calcium fluorescence; normalized: DMSO 0%, oxytocin 100%; 320,000 compounds, 0.32% hits; activation, % at 3 µM; P30559;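 active = activation above the mean of all tested compounds plus 3 SD, cutoff set per screening run, cut at about 20% in these data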;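 also: peak over basal fluorescence ratio from a 100 s FLIPR kinetic read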
PfM18AAP inh = blocks P. falciparum M18 aspartyl aminopeptidase. recombinant PfM18AAP, H-Glu-NHMec fluorogenic cleavage. inhibition, % at 7.35 µM. 290,000 compounds, 1.2% hits. AID 1822;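 active = inhibition above the campaign mean inhibition over all tested compounds plus 3 SD, cut at about 28% in these data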;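 also: 0% = plate median of test compound wells and 100% = 2 mM ZnCl2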
PHOSPHO1 inh = blocks human PHOSPHO1 phosphatase activity; Q8TCT1; recombinant PHOSPHO1, absorbance phosphatase assay; inhibition, % at 13.3 µM; 290,000 compounds, 1.1% hits; in the data active = inhibition above about 60%
Target sequence (Q8TCT1 whole entry, looked up): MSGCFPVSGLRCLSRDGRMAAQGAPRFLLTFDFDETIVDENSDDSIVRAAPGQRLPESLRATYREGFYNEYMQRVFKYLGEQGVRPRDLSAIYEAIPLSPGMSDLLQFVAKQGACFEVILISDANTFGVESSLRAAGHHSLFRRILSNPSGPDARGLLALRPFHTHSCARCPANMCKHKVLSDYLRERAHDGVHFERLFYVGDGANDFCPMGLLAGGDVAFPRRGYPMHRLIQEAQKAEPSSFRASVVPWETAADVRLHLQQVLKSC
FID counter = counter-screen for HCV NS3 helicase inhibitors: DNA intercalator displacement. inhibition, % at 7.9 µM. DNA fluorescent intercalator displacement, fluorescence. 290,000 compounds, 0.17% hits; in the data active = inhibition above about 37%;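 also: 0% = vehicle and 100% = reference compound; higher means more ethidium bromide displaced from hairpin DNA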
GPR7 antagonist = human neuropeptides B/W receptor 1 antagonism. P48145. GPR7-expressing cells, fluorescence antagonist assay. inhibition, % at 4.4 µM. 290,000 compounds, 1.1% hits; in the data active = inhibition above about 16%, passing the limit was not always enough;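 also: cells stimulated with the agonist NPW; 0% = agonist with vehicle and 100% = vehicle without agonist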
MEKK2 WT-MEK5 = raises or lowers MEK5 binding to wildtype human MEKK2 PB1 domain. Q9Y2U5. bead flow cytometry, Alexa488-MEK5 binding to MEKK2 WT; actives lie on both sides. binding response (% of control), % at 10 µM. 290,000 compounds, 1.1% hits. AID 1531; in the data active = binding response below about 67% or above about 130%
NALP1 yeast inh = inhibitors of NALP1 inflammasome in yeast; S. cerevisiae NALP1/ASC/caspase-1 growth, X-gal OD620, 72 h; inhibition, % at 10 µM; 280,000 compounds, 0.61% hits; in the data active = inhibition mostly above about 24%, no sharp cut-off; inactive = mostly below about 32%; also: some compounds called inactive have numbers as strong as hits
Active calls of the source: *.

For CCC(C)NC(=O)CCC(=O)Nc1ccc2nc(N3CCOCC3)cc(C)c2c1 (stereo unspecified) the results were MEKK2 mut-MEK5 5, MEKK3 PB1 HTS 107, OXTR agonist -0.2, PfM18AAP inh -6, PHOSPHO1 inh 16, FID counter -12, GPR7 antagonist -4, MEKK2 WT-MEK5 111 and NALP1 yeast inh 13.
Screening CC(=O)c1ccc(NC(=O)C2CCCC2)cc1 returned MEKK2 mut-MEK5 4, MEKK3 PB1 HTS 102, PfM18AAP inh -6, PHOSPHO1 inh 41, FID counter -7, GPR7 antagonist -18, MEKK2 WT-MEK5 98 and NALP1 yeast inh 5.
For O=C(COC(=O)C1CC1)Nc1ccc(Oc2ccccc2)cc1 the results were MEKK2 mut-MEK5 1, MEKK3 PB1 HTS 101, OXTR agonist 1.2, PfM18AAP inh 7, PHOSPHO1 inh -13, FID counter -10, GPR7 antagonist 17, MEKK2 WT-MEK5 99 and NALP1 yeast inh 21.
Screening O=S(=O)(c1cccc2cccnc12)N1CCOCC1 returned MEKK2 mut-MEK5 7, MEKK3 PB1 HTS 102, OXTR agonist 0.4, PfM18AAP inh -11, PHOSPHO1 inh 14, FID counter 1, GPR7 antagonist -8, MEKK2 WT-MEK5 106 and NALP1 yeast inh 31.
Screening CCN(Cc1ccccc1)Cc1cc(OC)cc(OC)c1 returned MEKK2 mut-MEK5 -1, MEKK3 PB1 HTS 97, OXTR agonist -1.9, PfM18AAP inh -3, PHOSPHO1 inh -3, FID counter 12, GPR7 antagonist -8, MEKK2 WT-MEK5 96 and NALP1 yeast inh -3.
`O=C(O)c1ccc(CNCc2cccc(Cl)c2)cc1` gave MEKK2 mut-MEK5 12, MEKK3 PB1 HTS 106, OXTR agonist 1.2, PfM18AAP inh 4, PHOSPHO1 inh 5, FID counter 0, GPR7 antagonist -20, MEKK2 WT-MEK5 109 and NALP1 yeast inh 12.
`COc1ccc(N/C(C)=C2/C(=O)C(=O)N(CCO)C2c2ccc(Br)cc2)cc1` (stereo unspecified) gave MEKK2 mut-MEK5 0, MEKK3 PB1 HTS 101, OXTR agonist 0.5, PfM18AAP inh 2, PHOSPHO1 inh 16, FID counter 0, GPR7 antagonist 2, MEKK2 WT-MEK5 104 and NALP1 yeast inh -5.
For Cn1c2ccccc2c2cc(C(=O)O)ccc21 the results were MEKK2 mut-MEK5 -1, MEKK3 PB1 HTS 96, OXTR agonist -0.1, PfM18AAP inh 11, PHOSPHO1 inh 10, FID counter -4, GPR7 antagonist -3, MEKK2 WT-MEK5 93 and NALP1 yeast inh 18.
CC(C)c1csc(CN2CCC(N3CCC(C(=O)N4CCOCC4)CC3)CC2)n1 was read as MEKK2 mut-MEK5 -3, MEKK3 PB1 HTS 101, OXTR agonist 0.5, PfM18AAP inh -3, PHOSPHO1 inh 33, FID counter 0, GPR7 antagonist -10, MEKK2 WT-MEK5 100 and NALP1 yeast inh 5.
For Cc1ccc2c(N)c(C#N)sc2n1 the results were MEKK2 mut-MEK5 5, MEKK3 PB1 HTS 114, OXTR agonist -1.3, PfM18AAP inh 0, PHOSPHO1 inh 5, FID counter -2, GPR7 antagonist 2, MEKK2 WT-MEK5 118 and NALP1 yeast inh 22.
For CCOc1ccccc1NC(=O)CN1CCC(NC(=O)c2ccccc2C)CC1 the results were MEKK2 mut-MEK5 -10, MEKK3 PB1 HTS 91, OXTR agonist 0.5, PfM18AAP inh -5, PHOSPHO1 inh 0, FID counter -18, GPR7 antagonist -15 and MEKK2 WT-MEK5 90.
COC(=O)C1=C(C)N(Cc2ccccc2)C(=NCc2cc(OC)c(OC)c(OC)c2)N[C@H]1c1ccccc1 was read as MEKK2 mut-MEK5 6, MEKK3 PB1 HTS 112, OXTR agonist 1.5, PfM18AAP inh 0, PHOSPHO1 inh -52, FID counter 14, GPR7 antagonist 11, MEKK2 WT-MEK5 120 and NALP1 yeast inh 13.
COc1cc(=O)n(C)c2c(O)cccc12 was read as MEKK2 mut-MEK5 5, MEKK3 PB1 HTS 110, OXTR agonist 0.6, PfM18AAP inh 6, PHOSPHO1 inh 52, FID counter 2, GPR7 antagonist -11, MEKK2 WT-MEK5 110 and NALP1 yeast inh -9.
Screening O=C(CC1N=C2c3ccccc3N=C(SCc3ccc(Cl)cc3)N2C1=O)NCc1ccco1 (stereo unspecified) returned MEKK2 mut-MEK5 -3, MEKK3 PB1 HTS 105, OXTR agonist -2.2, PfM18AAP inh -10, PHOSPHO1 inh 43, FID counter -46, GPR7 antagonist -2, MEKK2 WT-MEK5 92 and NALP1 yeast inh 7.
For Cc1ccc(S(=O)(=O)n2cnc3cc([N+](=O)[O-])ccc32)c(C)c1C the results were MEKK2 mut-MEK5 -1, MEKK3 PB1 HTS 97, OXTR agonist -0.1, PfM18AAP inh -13, PHOSPHO1 inh 30, FID counter 1, GPR7 antagonist -17, MEKK2 WT-MEK5 100 and NALP1 yeast inh -5.
Screening CC(C)(C)c1ccc(-c2nnc(SCCC#N)n2C2CCCC2)cc1 returned MEKK2 mut-MEK5 -2, MEKK3 PB1 HTS 97, OXTR agonist -1.3, PfM18AAP inh -5, PHOSPHO1 inh -4, FID counter -28, GPR7 antagonist -13, MEKK2 WT-MEK5 95 and NALP1 yeast inh 22.
COc1ccc(OC)c(S(=O)(=O)NC2CC2)c1 was read as MEKK2 mut-MEK5 13, MEKK3 PB1 HTS 104, OXTR agonist -0.2, PfM18AAP inh 1, PHOSPHO1 inh 40, FID counter -5, GPR7 antagonist -11, MEKK2 WT-MEK5 104 and NALP1 yeast inh 16.
For CCN(CC)c1ccc(NC(=O)COC(=O)COc2ccccc2[N+](=O)[O-])cc1 the results were MEKK2 mut-MEK5 1, MEKK3 PB1 HTS 97, OXTR agonist 0.4, PfM18AAP inh -4, PHOSPHO1 inh 3, FID counter 2, GPR7 antagonist -12, MEKK2 WT-MEK5 98 and NALP1 yeast inh 28.
`Cc1nnc(-c2ccc(Oc3ccc(Br)cc3)c([N+](=O)[O-])c2)o1` gave MEKK2 mut-MEK5 -4, MEKK3 PB1 HTS 92, OXTR agonist -2.4, PfM18AAP inh 33*, PHOSPHO1 inh 6, FID counter 0, GPR7 antagonist -7, MEKK2 WT-MEK5 93 and NALP1 yeast inh 36.
`CCOc1cc(OCC)cc(C(=O)Nc2cccnc2)c1` gave MEKK2 mut-MEK5 1, MEKK3 PB1 HTS 107, OXTR agonist -0.1, PfM18AAP inh 2, PHOSPHO1 inh -2, FID counter -11, GPR7 antagonist -4, MEKK2 WT-MEK5 99 and NALP1 yeast inh -7.
`Cc1cc(C)nc(N2CCCC(C(=O)NCc3cccc(C(F)(F)F)c3)C2)n1` (stereo unspecified) gave MEKK2 mut-MEK5 -2, MEKK3 PB1 HTS 102, OXTR agonist -0.3, PfM18AAP inh 5, PHOSPHO1 inh 9, FID counter 2, GPR7 antagonist -10, MEKK2 WT-MEK5 102 and NALP1 yeast inh -23.
For COc1ccccc1CNC(=O)C(=O)NCC1CCCO1 (stereo unspecified) the results were MEKK2 mut-MEK5 15, MEKK3 PB1 HTS 92, OXTR agonist 0.5, PfM18AAP inh -1, PHOSPHO1 inh -2, FID counter -3, GPR7 antagonist -7, MEKK2 WT-MEK5 105 and NALP1 yeast inh 17.
Screening Cc1cccc(N2CCN(C(=O)c3ccc(CS(=O)Cc4ccc(Cl)cc4)o3)CC2)c1C (stereo unspecified) returned MEKK2 mut-MEK5 -5, MEKK3 PB1 HTS 98, OXTR agonist 1.7, PfM18AAP inh -1, PHOSPHO1 inh 1, FID counter -59, GPR7 antagonist -4, MEKK2 WT-MEK5 95 and NALP1 yeast inh -16.
For Cc1ccc(N2CC(C)Cn3c2nc2c3c(=O)[nH]c(=O)n2C)cc1 (stereo unspecified) the results were MEKK2 mut-MEK5 -4, MEKK3 PB1 HTS 97, PfM18AAP inh -5, PHOSPHO1 inh 18, FID counter -21, GPR7 antagonist 11, MEKK2 WT-MEK5 100 and NALP1 yeast inh 8.
`COc1ccc(C(=O)Nc2ccc(N3CCN(C)CC3)cc2)cc1[N+](=O)[O-]` gave MEKK2 mut-MEK5 -3, MEKK3 PB1 HTS 102, OXTR agonist 2.2, PfM18AAP inh 3, PHOSPHO1 inh 43, FID counter 15, GPR7 antagonist -6, MEKK2 WT-MEK5 102 and NALP1 yeast inh 18.
Screening CC(Sc1nnc(-c2cc3ccccc3o2)n1-c1ccccc1)C(=O)O (stereo unspecified) returned MEKK2 mut-MEK5 -4, MEKK3 PB1 HTS 92, OXTR agonist -0.3, PfM18AAP inh 2, PHOSPHO1 inh 2, FID counter -41, GPR7 antagonist -13, MEKK2 WT-MEK5 102 and NALP1 yeast inh 32.
CCC(C)C(=O)Nc1nnc(SCC(=O)NC2CCCC2)s1 (stereo unspecified) was read as MEKK2 mut-MEK5 -7, MEKK3 PB1 HTS 95, OXTR agonist -0.5, PfM18AAP inh 1, PHOSPHO1 inh 39, FID counter -12, GPR7 antagonist 7, MEKK2 WT-MEK5 95 and NALP1 yeast inh 23.
Screening CCC(=O)Nc1c2c(nn1-c1cccc(Cl)c1)CS(=O)(=O)C2 returned MEKK2 mut-MEK5 2, MEKK3 PB1 HTS 98, OXTR agonist -1.7, PfM18AAP inh -5, PHOSPHO1 inh 18, FID counter -1, GPR7 antagonist -3, MEKK2 WT-MEK5 98 and NALP1 yeast inh -67.
Screening CCOC(=O)c1cc2sccc2n1CC(=O)Nc1ccc2c(c1)OCCO2 returned MEKK2 mut-MEK5 -4, MEKK3 PB1 HTS 98, OXTR agonist -0.2, PfM18AAP inh -9, PHOSPHO1 inh -8, FID counter -4, GPR7 antagonist -8, MEKK2 WT-MEK5 95 and NALP1 yeast inh 28.
Screening O=c1c(-c2ccnn2-c2ccccc2F)cnc2n1CCS2 returned MEKK2 mut-MEK5 2, MEKK3 PB1 HTS 101, OXTR agonist 0.0, PfM18AAP inh 8, PHOSPHO1 inh 3, FID counter 0, GPR7 antagonist 1, MEKK2 WT-MEK5 103 and NALP1 yeast inh -35.
`CCOC(=O)C(NC(=O)c1ccccc1)(Nc1cc(C)on1)C(F)(F)F` (stereo unspecified) gave MEKK2 mut-MEK5 2, MEKK3 PB1 HTS 102, OXTR agonist 0.3, PfM18AAP inh 2, PHOSPHO1 inh 7, FID counter 3, GPR7 antagonist 12, MEKK2 WT-MEK5 108 and NALP1 yeast inh 19.

An excerpt from further up, as a working copy:
Screening CCC(=O)Nc1c2c(nn1-c1cccc(Cl)c1)CS(=O)(=O)C2 returned MEKK2 mut-MEK5 2, MEKK3 PB1 HTS 98, OXTR agonist -1.7, PfM18AAP inh -5, PHOSPHO1 inh 18, FID counter -1, GPR7 antagonist -3, MEKK2 WT-MEK5 98 and NALP1 yeast inh -67.
Screening CCOC(=O)c1cc2sccc2n1CC(=O)Nc1ccc2c(c1)OCCO2 returned MEKK2 mut-MEK5 -4, MEKK3 PB1 HTS 98, OXTR agonist -0.2, PfM18AAP inh -9, PHOSPHO1 inh -8, FID counter -4, GPR7 antagonist -8, MEKK2 WT-MEK5 95 and NALP1 yeast inh 28.
Screening O=c1c(-c2ccnn2-c2ccccc2F)cnc2n1CCS2 returned MEKK2 mut-MEK5 2, MEKK3 PB1 HTS 101, OXTR agonist 0.0, PfM18AAP inh 8, PHOSPHO1 inh 3, FID counter 0, GPR7 antagonist 1, MEKK2 WT-MEK5 103 and NALP1 yeast inh -35.
`CCOC(=O)C(NC(=O)c1ccccc1)(Nc1cc(C)on1)C(F)(F)F` (stereo unspecified) gave MEKK2 mut-MEK5 2, MEKK3 PB1 HTS 102, OXTR agonist 0.3, PfM18AAP inh 2, PHOSPHO1 inh 7, FID counter 3, GPR7 antagonist 12, MEKK2 WT-MEK5 108 and NALP1 yeast inh 19.
